PLCb3 inh – inhibitors of human phospholipase C beta3; Purified PLC-beta3, fluorogenic substrate, fluorescence; inhibition, % at 12.2 µM; 0.18% of 370,000 active; AID 720704; in the data active means inhibition above about 11%;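 further: 0% = median of compound wells on plate and 100% = full blocker control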
Rev-erbA mod – modulators of human Rev-erb alpha DNA binding. Rev-erbα–FITC-DNA binding, fluorescence polarization, 90 min. activity, % at 10 µM. 0.79% of 370,000 active;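 active means activity above about 14%, limit read from the data; passing the limit was not always enough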;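 further: 0% = DMSO wells with 35 nM protein and 100% = DMSO wells with 750 nM protein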
Target sequence (P20393 whole entry, looked up): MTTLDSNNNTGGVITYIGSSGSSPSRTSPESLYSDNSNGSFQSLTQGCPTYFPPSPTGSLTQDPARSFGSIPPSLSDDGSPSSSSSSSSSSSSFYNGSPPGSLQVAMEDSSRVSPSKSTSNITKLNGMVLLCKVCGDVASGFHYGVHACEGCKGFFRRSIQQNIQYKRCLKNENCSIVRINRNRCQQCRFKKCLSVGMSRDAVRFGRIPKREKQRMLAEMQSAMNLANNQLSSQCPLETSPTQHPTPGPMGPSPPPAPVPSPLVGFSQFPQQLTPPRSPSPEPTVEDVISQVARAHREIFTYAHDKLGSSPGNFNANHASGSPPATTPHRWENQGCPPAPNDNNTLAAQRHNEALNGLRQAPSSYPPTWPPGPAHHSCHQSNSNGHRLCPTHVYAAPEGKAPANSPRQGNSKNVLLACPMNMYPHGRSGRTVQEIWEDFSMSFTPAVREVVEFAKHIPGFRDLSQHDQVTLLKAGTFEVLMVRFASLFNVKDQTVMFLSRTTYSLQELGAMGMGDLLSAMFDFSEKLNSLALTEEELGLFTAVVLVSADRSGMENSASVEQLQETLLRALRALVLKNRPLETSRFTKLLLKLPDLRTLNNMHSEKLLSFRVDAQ
hcDAF12 agonist – H. contortus DAF-12 activation, primary screen. HEK293 hcDAF-12 lit1-tk-luc reporter, luminescence; 0% DMSO, 100% Δ7-dafachronic acid. 1.4% of 370,000 active. activation, % at 6.8 µM;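 active means activation above the mean of all tested compounds plus 3 SD, cut at about 5.5% in these data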;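 further: 100% = response to 3 µM Δ7-dafachronic acid high control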
PG9 Ab binder – binds the HIV-1 gp120 antibody PG9 | TR-FRET gp120-PG9 antibody binding | 0.43% of 360,000 active | inhibition, % at 6.7 µM; in the data active means inhibition above about 8.5%
DAX1 inh-1 – inhibits human nuclear receptor DAX1 | HEK293 Gal4-DAX1 luciferase reporter, luminescence | inhibition, % at 6.75 µM | 0.99% of 340,000 active | AID 504766;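 active means inhibition above the mean over all tested compounds plus 3 SD, cut at about 4.2% in these data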;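 further: 0% = DAX1-transfected cells with DMSO and 100% = empty-vector control cells with DMSO; inhibition shows as a rise in luminescence from relieved DAX1 repression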
Target sequence (P51843 207-470 limits assumed): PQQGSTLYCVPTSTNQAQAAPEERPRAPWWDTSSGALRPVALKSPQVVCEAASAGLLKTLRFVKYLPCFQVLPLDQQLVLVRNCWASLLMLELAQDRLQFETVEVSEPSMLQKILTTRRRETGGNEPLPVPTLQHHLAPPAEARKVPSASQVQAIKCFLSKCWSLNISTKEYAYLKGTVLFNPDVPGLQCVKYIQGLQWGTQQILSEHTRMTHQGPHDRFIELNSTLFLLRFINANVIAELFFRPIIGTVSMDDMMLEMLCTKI
GAA850 FXN act – increases GAA850 frataxin promoter reporter activity. HEK293 lucGAA850 FXN promoter luciferase reporter, 24 h; percent of 10 µM SAHA response. activation, % at 6 µM. 0.56% of 360,000 active. AID 540364;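 active means activation above the average of all compounds screened plus 3 SD, cutoff fixed separately per campaign, cut at about 7.5% in these data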;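 further: 0% = DMSO wells and 100% = 10 µM SAHA wells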
SMARCA2 act – increases SMARCA2 function in MMTV reporter cells; MG213 cells, MMTV-luciferase reporter, dexamethasone, overnight; activation, % at 9.1 µM; 1% of 370,000 active; AID 652017; in the data active means activation above about 7.8%;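 further: 0% = vehicle wells and 100% = reference activator wells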
HGIII-sPLA2 inh – Inhibits HGIII-sPLA2 liposome hydrolysis, primary screen | Q9NZ20 | QFRET BODIPY PC-A2 liposome hydrolysis, fluorescence | inhibition, % at 12.2 µM | 0.56% of 370,000 active;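 active means inhibition above mean plus 3 SD of compounds lying within the high and low control bounds, cut at about 19% in these data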;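 further: 0% = median of test compound wells and 100% = no enzyme DMSO wells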
ssDAF12 agonist – activators of S. stercoralis DAF-12 nuclear receptor; HEK293 ssDAF-12/GRIP1 lit1-tk-luc reporter, luminescence; % of 3 µM dafachronic acid response; activation, % at 6.8 µM; 1% of 370,000 active; AID 652126;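 active means activation above the mean over all tested compounds plus 3 SD, cut at about 0.9% in these data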;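 further: 0% = DMSO-only wells and 100% = 3 µM delta7-dafachronic acid wells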
hgDAF12 agonist – hgDAF-12 agonism, primary luciferase screen | activation, % at 6.8 µM | 1.8% of 370,000 active | HEK293 GAL4-hgDAF12 UAS-luciferase reporter, agonist luminescence; normalized to butyrate control | AID 687014;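 active means activation above a cutoff set at the mean of all screened compounds plus 3 SD, cut at about 10% in these data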;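 further: 0% = DMSO wells and 100% = sodium butyrate wells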
DAX1 inh-2 – inhibitors of DAX1 repression of SF-1 activated StAR promoter. AID 652010. 1.1% of 370,000 active. HEK293T StAR-luciferase reporter, SF-1/DAX-1 repression relief. inhibition, % at 6.8 µM;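 active means inhibition above the mean over all tested compounds plus 3 SD, cut at about 3.6% in these data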;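 further: 0% = DAX-1 cells with DMSO and 100% = cells lacking DAX-1 with DMSO; higher inhibition means more luminescence from relief of DAX-1 repression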
Numbers without * were called inactive; · = no result given.

SMILES	PLCb3 inh	Rev-erbA mod	hcDAF12 agonist	PG9 Ab binder	DAX1 inh-1	GAA850 FXN act	SMARCA2 act	HGIII-sPLA2 inh	ssDAF12 agonist	hgDAF12 agonist	DAX1 inh-2
O=C(c1ccccc1)N1N=C(c2ccccc2)CC1c1ccccc1 (stereo not drawn)	-10	3	2.8	-0.4	-0.6	2.3	2	13	-0.9	0.3	0.0
O=C1O[C@@H](c2ccccc2)C[C@@H](O)C(=O)CCCCc2ccccc21	-1	9	1.2	-0.1	·	·	-3	-13	-1.3	1.8	0.1
CCOC(=O)c1ccc(NC(=O)C2(N3C(=O)c4ccccc4C3=O)CCCC2)cc1	2	-4	-1.6	-3.5	2.5	-2.8	5	0	-1.1	4.7	-0.8
CC(C)CC(NC(=O)OC(C)(C)C)c1cn([C@@H](CCC(=O)OC(C)(C)C)C(=O)N2CCN(C(=O)OC(C)(C)C)CC2)nn1 (stereo partly drawn)	-1	-3	-1.2	1.3	0.9	3.4	0	0	-1.1	-0.9	1.3
COc1ccc(NC(=S)N(CCCN2CCC(C)CC2)Cc2cccs2)cc1	-5	3	-2.1	0.3	-1.1	-1.4	1	5	-2.0	1.8	0.0
Cc1cccc(NC(=O)CSc2nnc([C@H](C)NC(=O)OC(C)(C)C)o2)c1C	-5	-1	-2.6	-0.3	0.3	-1.3	-2	2	-0.8	1.2	-0.5
CN(c1ccccc1)S(=O)(=O)c1cccc(C(=O)OCC(=O)Nc2ccc(C(N)=O)cc2)c1	-1	4	-2.4	0.5	-1.8	-5.5	-6	-3	-0.8	-0.6	-0.4
Cc1ccc(S(=O)(=O)NN2C(=O)c3ccccc3NC2c2ccco2)cc1 (stereo not drawn)	-45	-5	-0.7	0.3	·	3.6	0	2	-1.0	-2.1	0.2
COc1ccc(CNC(=O)CN(Cc2ccccc2)C(=O)CCC(=O)Nc2nccs2)cc1	-7	2	-1.9	1.4	0.0	-1.6	4	4	-1.1	-1.2	0.4
CS(=O)(=O)N1CCN(c2ccc(NC(=O)c3ccc([N+](=O)[O-])o3)cc2)CC1	0	3	1.5	-2.2	-0.3	5.8	2	0	-0.5	6.2	-2.9
O=C(O)CCc1ccc(-c2ccccc2)n1CC1CCCO1 (stereo not drawn)	-122	2	0.3	-0.3	-0.6	1.5	-1	-12	-1.4	-3.1	-0.3
O=S1(=O)N[C@@H](Cc2ccccc2)COc2cc(N3CCC[C@@H]3CO)ccc21	1	3	-1.1	-0.7	·	·	-3	-8	-1.6	-4.1	-1.3
O=C(/C=C/c1cc([N+](=O)[O-])ccc1OC(F)F)Nc1cccc(OC(F)F)c1	4	2	2.1	-1.5	-0.3	-1.4	-4	-2	-1.1	1.3	-0.1
COc1cccc(-c2nc(CS(=O)(=O)CC(=O)Nc3ccc(F)cc3F)c(C)o2)c1	-9	3	0.1	-1.6	-0.1	-1.3	-4	-37	-0.9	-3.3	-0.8
S=c1[nH]nc(COc2ccccc2)n1-c1ccc(Cl)cc1	-7	-5	0.0	1.3	2.3	2.0	6	22*	-1.7	1.6	0.0
COc1ccc(CCN(C)C(=O)c2c(C)noc2C)cc1OC	0	1	1.2	-0.4	0.2	-0.8	1	-1	-0.6	1.9	-0.4
COc1ccc(C(=O)NCC(=O)OCC(=O)NC2CCCCCC2)cc1	0	-4	1.4	-1.3	1.1	3.4	-1	-5	-1.1	1.8	-0.3
O=C(NCCCn1ccnc1)c1cc(-c2ccc(Br)cc2)on1	-4	-6	-0.1	-0.2	1.0	3.0	-2	-13	-1.7	-0.6	-0.5
O=C(Cn1c(NCCO)nc2ccccc21)Nc1cccc(S(=O)(=O)N2CCCC2)c1	-1	-4	-2.4	-1.1	-0.2	-2.1	-3	-14	-1.0	-2.9	-1.5
O=C(N/N=C/c1cn(Cc2ccccc2)c2ccccc12)c1ccncc1	-34	0	-0.1	-0.7	0.1	-0.6	-4	-12	-2.0	-2.5	-2.2
Cc1csc(SCc2nc3sc4c(c3c(=O)[nH]2)CCC4)n1	-2	-4	1.0	-0.7	-0.2	0.5	2	-4	-0.5	1.3	-0.3
Clc1ccc(-n2cc(-c3ccc(Br)cc3)[n+]3c2CCCCC3)cc1	-4	6	-1.9	-2.0	1.0	-0.6	-2	5	-0.8	1.4	-0.4
Cc1ccc(C)c(-c2[nH]ncc2CN2CCCC(CO)(Cc3ccccc3C)C2)c1 (stereo not drawn)	-6	-3	2.0	-0.5	-0.4	-5.4	-4	-15	-1.5	-3.9	1.2
C=CCn1c(SCC(=O)O)nnc1-c1ccccc1	1	4	-0.2	1.0	0.4	-3.5	-3	-2	-1.4	-1.0	-0.6
CC(C)N(Cc1ccccc1)C(=O)/C=C/c1ccccc1[N+](=O)[O-]	0	9	0.5	-0.3	-2.1	2.8	-1	1	-0.8	-2.6	-0.7
CC1CCC(NC(=O)CN2C(=O)c3ccccc3S2(=O)=O)CC1 (stereo not drawn)	-1	1	0.3	-2.6	1.7	-0.1	0	3	-1.2	1.7	1.6
CC(C)n1c(O)c(/C=C2\C=Nc3ccccc32)sc1=Nc1ccccc1	6	0	-0.6	-1.5	-1.1	3.4	-1	-1	-1.7	-1.5	-0.1
O=C(c1ccc(Cl)cc1)c1nnc(-c2ccncc2)o1	0	7	-0.1	3.3	0.0	1.7	-1	7	-1.2	0.2	0.8
Cc1cccc(C(=O)NCCc2nnc(SCC(=O)Nc3cccc(C(=O)O)c3)n2C)c1	-2	0	0.3	-1.1	3.5	1.4	0	0	-0.9	1.7	-0.1
CCN(c1ccccc1)S(=O)(=O)c1ccc(C(=O)Nc2nnc(CSC)o2)cc1	-1	-5	-1.0	-2.8	-0.9	-3.1	-1	-8	-1.5	-2.4	-1.7
CCc1nnc(NC(=O)CSc2n[nH]c(-c3ccccc3O)n2)s1	1	-2	0.0	-3.4	0.4	3.4	3	-21	-1.3	-0.1	0.2
CC1(C)Cc2c(C#N)c(N3CCCC3)nc(-c3ccco3)c2CO1	-110	-6	-0.5	-0.7	1.8	0.4	2	-7	-0.7	6.5	0.0
COc1coc(/C=C/C(=O)O)cc1=O	-3	-1	-1.4	-1.8	-1.7	2.5	-2	11	-0.7	2.5	0.5
C[C@@H]1CN([C@H](C)CO)S(=O)(=O)c2ccc(Br)cc2O[C@H]1CN(C)C(=O)Nc1ccccc1	4	0	1.9	-0.9	-1.5	-4.5	-2	0	-0.7	-1.6	0.1
CCNS(=O)(=O)c1ccc(CCC(=O)N2CCN(c3ccccc3)CC2)cc1	-5	-4	0.1	0.9	-2.1	-1.0	-4	-3	-0.9	-0.9	-0.5
C#CCN1CC(N(C)CCCO)CS1(=O)=O (stereo not drawn)	1	7	0.2	·	·	·	-3	7	-1.9	0.8	0.3
Cc1nc2scc(C)n2c(=O)c1S(=O)(=O)Nc1ccc(N2CCOCC2)cc1	2	-9	0.7	0.6	0.7	0.3	-3	13	-1.5	-3.2	-4.4
CCN(CC)S(=O)(=O)c1ccc(OC)nc1	5	-3	-0.8	-5.0	0.9	11*	2	10	-1.0	3.5	0.5
CCOc1ccc(CN(C)C(=O)CN2C(=O)NC(c3ccccc3)(c3ccccc3)C2=O)cc1	-3	3	-2.4	1.9	0.7	1.7	-2	-19	-1.6	-3.9	-0.1
CCc1ccc(C(=O)COC(=O)c2cccc(N3C(=O)c4c(C)nc5ccccc5c4C3=O)c2)cc1	-2	3	0.5	2.5	2.7	5.0	-1	-5	-1.2	-1.2	0.0
CC(C)CCN1C(=O)c2ccc(C(=O)OCC(=O)N(C)C3CCS(=O)(=O)C3)cc2C1=O (stereo not drawn)	-1	1	-2.0	0.6	-0.3	1.5	0	-1	-1.0	3.3	-0.3
O=C(NCCN1CCOCC1)N1CCOCC1	-3	-3	-1.4	2.9	0.4	2.2	-5	7	-0.8	0.5	0.0
Cc1cccc2nc(CSc3nnnn3-c3ccccc3)cn12	1	-2	-2.1	-1.5	-0.5	2.3	-1	0	-0.9	0.8	-0.1
COc1ccc(/C=N/n2c(=S)n(C)c3ccccc32)cc1OC	-2	-3	-0.7	-2.0	-0.5	0.5	0	4	-0.8	-0.2	-0.1
O=C(NCc1ccc(F)cc1)c1[nH]c(C(F)(F)F)nc1-c1ccccc1	0	-1	-2.6	1.1	·	·	-7	-8	-0.9	-2.0	-0.9
O=C(NCc1ccco1)/C(=C\c1ccco1)NC(=O)c1cccs1	4	1	-1.2	0.6	0.4	0.7	-3	3	-0.9	0.4	-0.9
O=C(Nc1c(F)c(F)c(F)c(F)c1F)NC1CCCCC1	1	0	-2.0	0.5	0.3	2.6	-2	-5	-0.9	0.6	0.4
O=C1CC(c2cccc(F)c2)C2=C(CCCC2=O)N1 (stereo not drawn)	-9	2	-1.3	-0.5	0.2	0.8	1	-6	-0.8	-0.3	0.2
O=C(COC(=O)c1c(F)cccc1F)NC(=O)NCc1ccccc1	0	0	-1.2	-1.7	0.7	-0.5	0	6	-1.3	-1.7	0.5
COC(=O)c1c(NC(=O)c2ccco2)sc2c1CC(C)(C)NC2(C)C	-177	7	-2.1	-0.7	-0.4	0.9	1	-4	-1.1	-1.4	0.2
COc1ccc(C(=O)NCCC2=CCCCC2)cc1OC1CCN(C(C)C)CC1	0	0	0.5	-2.0	1.0	-1.6	5	4	-0.2	5.1	2.5
O=C(CSc1nnc(COc2cccc3cccnc23)o1)N1CCN(C(=O)c2ccco2)CC1	-17	3	-1.3	-2.0	0.3	1.5	1	1	-0.9	-0.4	-0.2
C=C(C)c1cccc(C(C)(C)NC(=O)NNC(=O)c2ccccc2O)c1	-20	7	-1.6	-3.0	-0.5	0.0	-1	-11	-0.3	2.2	-0.2
O=C(CN1C(=O)COc2ccc(Cl)cc21)N1CCCCC1	-11	-3	0.9	-1.7	0.0	1.9	0	3	-1.6	0.6	-2.0

Screens (PubChem)
